Screens as filed in PubChem.
DENV2 CPE rescue = DENV2-induced cell death inhibition; AID 651640; DENV2-infected cells, cytopathic effect rescue, plate reader; CPE inhibition, % at 9.99 µM; actives 1.7% (n = 350,000); in the data active = CPE inhibition above about 20%, passing the limit was not always enough; inconclusive = no clear call, values can overlap the other calls; tested in BHK-21 cells;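 note: 0% = median of neutral control wells and 100% = median of positive control wells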
F508del corr = CFTR F508del correction in bronchial cells. actives 0.36% (n = 350,000). activity (quench increase), % at 7.58 µM. CFBE cells, YFP halide quenching; stimulated with forskolin plus potentiator P3; % fluorescence drop versus neutral controls;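 active = mean added fluorescence quench of at least 8% versus neutral control, with both replicates also reaching 8%; inconclusive = only one of the mean or replicate conditions met; inactive = mean below 8% and not both replicates reaching 8%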;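 note: cells transiently co-express mutant CFTR-F508del with the halide-sensitive YFP; corrector assay measuring rescue of mutant channel to the surface after 24 h compound exposure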
SIRT5 inh = inhibitors of human sirtuin-5 desuccinylase | Purified SirT5, succinyl-peptide AMC, trypsin-coupled fluorescence | AID 652115 | actives 1.1% (n = 330,000) | Q9NXA8 | inhibition, % at 15 µM; in the data active = inhibition above about 15%; inconclusive = no clear call, values can overlap the other calls
Target sequence (Q9NXA8 whole entry, looked up): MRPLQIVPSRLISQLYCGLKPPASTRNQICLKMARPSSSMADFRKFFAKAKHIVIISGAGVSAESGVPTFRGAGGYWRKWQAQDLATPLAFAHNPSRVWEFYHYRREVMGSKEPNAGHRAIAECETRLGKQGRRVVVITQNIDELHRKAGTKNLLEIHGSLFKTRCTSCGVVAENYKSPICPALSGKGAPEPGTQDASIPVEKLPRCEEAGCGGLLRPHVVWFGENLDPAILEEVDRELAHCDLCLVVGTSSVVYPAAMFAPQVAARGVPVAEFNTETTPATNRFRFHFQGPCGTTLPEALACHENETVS
CASP6 VEID inh = blocks human caspase-6 cleavage activity; inhibition, % at 12.5 µM; purified caspase-6, Z-VEID-R110 cleavage fluorescence; actives 0.53% (n = 350,000); P55212;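 active = mean inhibition across replicates at least about 35%, with every replicate also reaching that limit, limit read from the data; inconclusive = only one of the two criteria met; inactive = neither criterion met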;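 note: 0% = median of neutral control wells and 100% = no fluorescence left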
Target sequence (P55212 24-179 limits assumed): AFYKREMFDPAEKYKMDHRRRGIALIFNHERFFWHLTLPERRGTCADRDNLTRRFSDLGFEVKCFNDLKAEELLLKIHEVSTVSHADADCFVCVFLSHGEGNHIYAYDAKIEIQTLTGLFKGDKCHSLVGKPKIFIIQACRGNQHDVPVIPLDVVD
Target sequence (P55212 194-293 limits assumed): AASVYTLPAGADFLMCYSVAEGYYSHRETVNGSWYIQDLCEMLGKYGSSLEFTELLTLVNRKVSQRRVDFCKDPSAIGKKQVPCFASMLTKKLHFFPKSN
ERp5 inh = blocks human ERp5 reductase activity on insulin; Q15084; ERp5 insulin aggregation, absorbance 650 nm, 90 min; inhibition, % at 9.99 µM; actives 0.05% (n = 350,000); AID 651711;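 active = mean replicate inhibition above about 25%, with every replicate also reaching it, limit read from the data, passing the limit was not always enough; inconclusive = only one of those two criteria met; inactive = neither criterion met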
Target sequence (Q15084 whole entry, looked up): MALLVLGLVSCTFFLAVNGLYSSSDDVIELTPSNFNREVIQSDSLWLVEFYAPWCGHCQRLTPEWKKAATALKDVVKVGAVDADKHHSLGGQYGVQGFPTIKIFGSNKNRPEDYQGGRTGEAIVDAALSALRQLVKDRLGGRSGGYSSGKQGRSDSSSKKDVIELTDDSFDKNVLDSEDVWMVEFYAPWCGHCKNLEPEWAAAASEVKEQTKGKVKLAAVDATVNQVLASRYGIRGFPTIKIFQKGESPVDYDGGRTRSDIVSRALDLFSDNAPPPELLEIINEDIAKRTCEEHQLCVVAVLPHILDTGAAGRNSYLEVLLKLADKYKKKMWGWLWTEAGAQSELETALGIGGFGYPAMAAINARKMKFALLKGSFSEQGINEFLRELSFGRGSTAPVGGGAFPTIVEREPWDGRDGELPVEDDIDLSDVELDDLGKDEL
ERAP1 inh = blocks human ERAP1 aminopeptidase activity; Q9NZ08; recombinant ERAP1, Leu-AMC fluorescence, 60 min; inhibition, % at 10.7 µM; actives 0.15% (n = 340,000);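 active = mean replicate inhibition of at least 30%, or all replicates individually reaching that 30% level; inactive = mean below 30% and not every replicate reaching it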;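 note: 0% = neutral control wells and 100% = L-leucinethiol positive control wells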
miR-122 sensor = miR-122 inhibition in Huh7 cells; actives 0.3% (n = 340,000); AID 602342; Huh7 miR-122 Renilla luciferase sensor, 48 h; neutral wells = 0, positive control = 100; activation (reporter increase), % at 12.5 µM;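 active = mean replicate activation score at least 90 and every replicate individually at or above 90; inconclusive = only one of the two criteria met; inactive = neither criterion met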;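 note: higher luciferase means less miR-122 activity so hits act as miR-122 inhibitors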
An asterisk follows results filed as active; ? = inconclusive; nt = no result given; & = joins results of further samples; [ ] = remark or other dose. The list is partial, so the mix of outcomes need not match the whole.

Letter code – A = DENV2 CPE rescue; B = F508del corr; C = SIRT5 inh; D = CASP6 VEID inh; E = ERp5 inh; F = ERAP1 inh; G = miR-122 sensor
> COC(=O)C(Cc1ccc(N(CCCl)CCCl)cc1)N=Cc1ccccc1O (configuration not stated)
  A = -10; B = -16; C = 11; D = -7; E = -5; F = 3; G = nt

> CCc1nc2ccc(Br)cc2c(=O)n1-c1ccccc1C(F)(F)F
  A = nt; B = nt; C = 0; D = 1; E = -9; F = 5; G = -6

> O=C(CNC(=O)c1ccccc1Cl)Nc1ccc(Br)cc1C(=O)c1ccccc1
  A = 14; B = nt; C = 3; D = -2; E = 2; F = 9; G = nt

> Brc1cc2c(cc1CN1CCN(c3ccccc3)CC1)OCCO2
  A = -2; B = 1.6; C = -2; D = -1; E = -24; F = 4; G = nt

> c1ccc2c(c1)CNCc1cnnn1-2
  A = 18; B = -0.2; C = 6; D = 2; E = -1; F = 1; G = 4

> O=C(c1ccccc1)c1ccc(N=Nc2c(O)[nH]c(=O)[nH]c2=O)cc1
  A = nt; B = -1.4; C = 0; D = 0; E = 0; F = -1; G = nt

> COC(=O)C1=C(c2cc3ccccc3s2)C[C@@H]2CC[C@H]1N2C(=O)NCc1ccccc1
  A = 117*; B = -0.7; C = nt; D = -2; E = -2; F = nt; G = -5

> CC/C(=N\Nc1ccccc1)c1c(O)[nH]c(=O)[nH]c1=O
  A = 3; B = -0.1; C = -4; D = -2; E = nt; F = 3; G = -1

> CNC1(c2ccccc2Cl)CCCCC1=O (configuration not stated)
  A = -5; B = 0.7; C = nt; D = -2; E = -1; F = -4; G = -2

> Cc1nnc2n1-c1ccc(Br)cc1C(c1ccccc1Cl)=NC2
  A = 0; B = -0.8; C = -1; D = 3; E = 1; F = -3; G = -7

> CN1[C@@H]2CCC[C@H]1CC(=O)C2
  A = 4; B = -0.4; C = -5; D = -8; E = -2; F = 0; G = 3

> COc1cc(N2CCOCC2)ccc1/C=C1\C(=O)NC(=O)N(Cc2ccc3c(c2)OCO3)C1=O
  A = -1; B = -0.4; C = -2; D = 1; E = 0; F = 17; G = 1

> Oc1ccc(-[n+]2c(-c3ccccc3)cc(-c3ccccc3)cc2-c2ccccc2)cc1
  A = -1; B = 5.5; C = nt; D = nt; E = 1; F = -2; G = nt

> CN(C)CCN(CC1CCCN(Cc2ccccc2F)C1)C(=O)Cc1c(F)cccc1F (configuration not stated)
  A = -5; B = 0.6; C = -11; D = -22; E = 5; F = 4; G = -3

> N#CCCn1cc(C=C2C(=O)NC(=O)NC2=O)c(-c2ccccc2)n1
  A = -2; B = 1.5; C = -2; D = 3; E = 3; F = -1; G = nt

> O=[N+]([O-])c1ccccc1CNCCc1c[nH]c2ccccc12
  A = 2; B = 0.2; C = -1; D = -2; E = 0; F = -1; G = 3

> Nc1cccc2c1Cc1cc([N+](=O)[O-])ccc1-2
  A = -7; B = -1.5; C = 1; D = -1; E = 2; F = -2; G = 0

> COc1cccc(-c2nn(CCC#N)cc2C(=O)Nc2ccccc2Cl)c1
  A = 0; B = -1.8; C = 0; D = 4; E = 3; F = 1; G = 5

> CC(C)CC#Cc1ccc([C@@H]2[C@H]3CN(C(=O)Cc4ccccn4)CCCCN3[C@H]2CO)cc1
  A = -3; B = 2.0; C = 10; D = -2; E = 5; F = -1; G = -1[16.7 µM]

> O=C(Cc1ccccc1)N1CCCCN2[C@@H](CO)[C@H](c3ccc(C#CC4(O)CCCC4)cc3)[C@@H]2C1
  A = -11; B = -2.1; C = 2; D = 0; E = 5; F = 5; G = 3[16.7 µM]

> COC(=O)C1=C(c2ccc(-c3ccccc3)c(F)c2)C[C@@H]2CC[C@H]1N2C(=O)NCc1ccc(F)cc1
  A = -7; B = 1.6; C = -1; D = 1; E = 6; F = 0; G = -4

> Nc1ccc(C2(c3ccc(N)cc3)CCCCC2)cc1
  A = -5; B = -2.2; C = -1; D = -1; E = -1; F = 4; G = -1

> Cc1cc(C)c(S(=O)(=O)N2Cc3ccccc3-n3nncc3C2)c(C)c1
  A = -1; B = -0.5; C = 1; D = 1; E = -15; F = 1; G = -3

> C[C@]12CC[C@H](OC(=O)CCC(=O)O)CC1=CCC1C2CC[C@@]2(C)C1CC[C@@H]2OC(=O)CCC(=O)O (some centres not stated)
  A = 1; B = -0.5; C = -5; D = 0; E = 8; F = -1; G = -5

> CCCC12CN3CCN(CC(C3)/C1=N\NC(=O)c1ccncc1)C2
  A = -4; B = -1.1; C = -3; D = 1; E = -7; F = -4; G = -10

Entries of single compounds, looked up by structure.
Cc1nnc2n1-c1ccc(Br)cc1C(c1ccccc1Cl)=NC2 across the screens: DENV2 CPE rescue = 0; F508del corr = -0.8; SIRT5 inh = -1; CASP6 VEID inh = 3; ERp5 inh = 1; ERAP1 inh = -3; miR-122 sensor = -7
O=C(c1ccccc1)c1ccc(N=Nc2c(O)[nH]c(=O)[nH]c2=O)cc1 across the screens: DENV2 CPE rescue = nt; F508del corr = -1.4; SIRT5 inh = 0; CASP6 VEID inh = 0; ERp5 inh = 0; ERAP1 inh = -1; miR-122 sensor = nt

Next part:
Letter code – A = DENV2 CPE rescue; B = F508del corr; C = SIRT5 inh; D = CASP6 VEID inh; E = ERp5 inh; F = ERAP1 inh; G = miR-122 sensor
> CCN(C(=O)COC(=O)c1cc(C)n(C2CC2)c1C)c1ccccc1
  A = -11; B = -3.5; C = -2; D = -1; E = 7; F = 1; G = nt

> N=C1c2ccccc2CN1NC(=O)c1ccccc1
  A = -10; B = 2.8; C = -5; D = -3; E = 4; F = -4; G = nt

> Cc1cc(N(CCCl)CCCl)ccc1C=Cc1ccncn1
  A = 11; B = -0.5; C = 0; D = -3; E = -6; F = -2; G = 2

> COC(=O)C1=C(c2ccccc2)C[C@@H]2CC[C@H]1N2C(=O)NC1CC1
  A = 11; B = -2.5; C = nt; D = -1; E = 5; F = nt; G = 1

> CCS(=O)(=O)N1CCC(C(=O)N2CCC3(CC2)OCCO3)CC1
  A = -1; B = -2.0; C = -1; D = -2; E = 3; F = 0; G = -10

> COc1ccc(Cc2nccc3cc(OC)c(OC)cc23)cc1OC
  A = -8; B = 1.8; C = -5; D = 54*; E = 1; F = -3; G = -4

> COC(=O)C1=C(c2ccc(OC)c(OC)c2)C[C@@H]2CC[C@H]1N2C(=O)NCc1ccc(F)cc1
  A = -7; B = 3.6; C = -4; D = 0; E = 0; F = 1; G = -6

> CCOc1cc2c(cc1OCC)-n1cccc1C(c1ccc(OC)cc1)NC2 (configuration not stated)
  A = -7; B = -1.4; C = -5; D = -3; E = 0; F = 2; G = -5

> O=C(COC(=O)c1cc(Br)cc(Br)c1O)NC12CC3CC(CC(C3)C1)C2
  A = ?; B = -1.8; C = nt; D = -2; E = -9; F = -1; G = 0

> c1cncc(CNCCc2ccc3c(c2)OCO3)c1
  A = -2; B = -3.3; C = -2; D = -3; E = 1; F = -5; G = -2

> CCOC(=O)c1ccc(N=C(C)c2c(O)[nH]c(=O)[nH]c2=O)cc1
  A = 2; B = 1.5; C = -3; D = -1; E = 4; F = 2; G = -6

> COc1cc(/C=C/c2nc3ccccc3c(=O)n2-c2cccc(O)c2)ccc1O
  A = 8; B = -9.1; C = -1; D = 2; E = 6; F = -3; G = -7

> CC(C)(C)NCC(O)c1cc(Cl)c(N)c(Cl)c1 (configuration not stated)
  A = -2; B = -3.5; C = -5; D = 3; E = 4; F = -7; G = 0

> COc1ccc2c(c1OC)C(=O)O[C@@H]2[C@H]1c2cc3c(cc2CCN1C)OCO3
  A = -5; B = 3.3; C = 2; D = -4; E = 3; F = -2; G = -4

> COc1ccc(C#Cc2ccc([C@@H]3[C@H](CO)N4CCCCN(C(=O)Cc5ccncc5)C[C@@H]34)cc2)cc1
  A = 11; B = -6.0; C = 5; D = 0; E = -4; F = 0; G = 6[16.7 µM]

> c1cncc(CNC2CCCC2)c1
  A = 1; B = 1.1; C = -4; D = -8; E = 1; F = 0; G = nt

> CN1CCCN(C(=O)COc2cccc(C(F)(F)F)c2)CC1
  A = -7; B = -0.4; C = -2; D = -6; E = -3; F = 2; G = -5

> Oc1cc(Cl)c(Cl)c(Cl)c1
  A = -18; B = -0.3; C = nt; D = -3; E = -6; F = -1; G = -1

> O=[N+]([O-])/C(Cl)=C1\NCCN1Cc1ccc(Cl)nc1
  A = -8; B = 2.6; C = 2; D = 2; E = 4; F = -1; G = nt

> C=C1[C@@H](C)[C@H]2[C@H](Cc3ccccc3)NC(=O)[C@]23OC(=O)/C=C/[C@H](O)CCC[C@@H](C)C/C=C/[C@H]3[C@@H]1O
  A = 11; B = 3.6; C = 4; D = 3; E = 0; F = -2; G = -8

> COC(=O)C1=C(c2ccc(C(C)=O)cc2)C[C@@H]2CC[C@H]1N2C(=O)NC(C)C
  A = -12; B = 1.1; C = -1; D = -2; E = 8; F = 5; G = -1

> CC(=O)Nc1ccccc1C(=O)OCc1cccc(F)c1
  A = 6; B = 1.1; C = 1; D = 2; E = 6; F = -2; G = -7

> Oc1ccccc1CN(CCc1ccccc1)Cc1ccccc1
  A = 0; B = 4.8; C = -3; D = 1; E = 2; F = 13; G = -2

> CC1=C(C(=O)Nc2ccccc2)S(=O)(=O)CCO1
  A = 2; B = -0.6; C = -3; D = 1; E = 4; F = 0; G = nt

> Cc1cc(OCC(=O)N2CCC(C(=O)O)CC2)c2c3c(c(=O)oc2c1)CCCC3
  A = -5; B = -4.9; C = nt; D = -1; E = 0; F = nt; G = -15

The closing three records of the section above open the next one:
Letter code – A = DENV2 CPE rescue; B = F508del corr; C = SIRT5 inh; D = CASP6 VEID inh; E = ERp5 inh; F = ERAP1 inh; G = miR-122 sensor
> Oc1ccccc1CN(CCc1ccccc1)Cc1ccccc1
  A = 0; B = 4.8; C = -3; D = 1; E = 2; F = 13; G = -2

> CC1=C(C(=O)Nc2ccccc2)S(=O)(=O)CCO1
  A = 2; B = -0.6; C = -3; D = 1; E = 4; F = 0; G = nt

> Cc1cc(OCC(=O)N2CCC(C(=O)O)CC2)c2c3c(c(=O)oc2c1)CCCC3
  A = -5; B = -4.9; C = nt; D = -1; E = 0; F = nt; G = -15

> Oc1ccc2c3c1OC1[C@H](O)CC[C@@]4(O)[C@@H](C2)N(CC2CC2)CC[C@]314 (some centres not stated)
  A = ?; B = 4.9&-2.7; C = nt; D = 0&0; E = 5&-3; F = -3&2; G = 1&-6

> COc1ccc(OC)c2c1CCC1NCCOC21 (configuration not stated)
  A = 3; B = -0.8; C = 1; D = 19; E = -5; F = -1; G = nt

> COC(=O)C1=C(c2ccc(F)cc2F)C[C@@H]2CC[C@H]1N2C(=O)NCc1ccc2c(c1)OCO2
  A = nt; B = -0.5; C = -10; D = 4; E = 14; F = 12; G = -4

> CSCCC(c1nnnn1C(C)(C)C)N1CCC(n2c(=O)[nH]c3ccccc32)CC1 (configuration not stated)
  A = -8; B = 7.4; C = -3; D = 1; E = 2; F = -1; G = 2

> CC(C)N1C(=O)NC(=O)C2(Cc3cc([N+](=O)[O-])ccc3N(C)C2c2ccccc2)C1=O (configuration not stated)
  A = -7; B = nt; C = 5; D = 2; E = -4; F = 6; G = nt

> COc1cc(Br)cc(CN2CCN(C)CC2)c1O
  A = -11; B = 1.3; C = -1; D = -1; E = -5; F = 1; G = 10

> CCOc1cc2c(cc1OCC)-n1cccc1C(c1ccc(F)cc1)NC2 (configuration not stated)
  A = -5; B = 0.8; C = -1; D = nt; E = 2; F = 3; G = -9

> Oc1cccc2nc3ccccc3nc12
  A = 111*; B = -3.1; C = nt; D = 2; E = 2; F = 4; G = -3

> Cc1[nH]c2ccc(O)cc2c1CCN
  A = 55*; B = -2.8; C = -3; D = nt; E = -3; F = 6; G = 1

> O=C1NC(=O)C(=Cc2ccccc2[N+](=O)[O-])C(=O)N1
  A = -4; B = -1.8; C = nt; D = 1; E = 0; F = 1; G = nt

> O=C(Cc1cccnc1)N1CCCCN2[C@H](C1)[C@@H](c1ccc(C#CC3(O)CCCC3)cc1)[C@@H]2CO
  A = 12; B = -0.2; C = -1; D = -1; E = -2; F = 2; G = 6[16.7 µM]

> N#CCCC#N
  A = -5; B = 0.4; C = nt; D = 0; E = -2; F = 2; G = nt

> COc1cc2c(cc1OC)CC[N+](C)=C2
  A = 6; B = -2.0; C = 1; D = -1; E = 3; F = 17; G = -6

> [N-]=[N+]=CC(=O)OC[C@H](N)C(=O)O
  A = 4; B = 0.8; C = -2; D = 1; E = -2; F = -1; G = 2
